High-throughput results from PubChem BioAssay.
ADAM10 inh: inhibitors of human ADAM10. O14672. recombinant ADAM10, EDANS/DABCYL FRET peptide cleavage, 3 h. inhibition, % at 7 µM. AID 720582. hit rate 0.62% among 370,000;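 active = inhibition above a per-campaign cutoff equal to the mean of compounds falling between control-based bounds plus 3 SD, cut at about 20% in these data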;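 also: 0% = DMSO wells while the 100% control is not disclosed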
PLC-beta3 inh: blocks human PLC-beta3 enzyme activity. Q01970. Purified PLC-beta3, fluorogenic substrate, fluorescence. inhibition, % at 12.2 µM. hit rate 0.18% among 370,000. AID 720704; in the data active = inhibition above about 11%;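 also: 0% = median of compound wells on plate and 100% = full blocker control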
Target sequence (Q01970 whole entry, looked up): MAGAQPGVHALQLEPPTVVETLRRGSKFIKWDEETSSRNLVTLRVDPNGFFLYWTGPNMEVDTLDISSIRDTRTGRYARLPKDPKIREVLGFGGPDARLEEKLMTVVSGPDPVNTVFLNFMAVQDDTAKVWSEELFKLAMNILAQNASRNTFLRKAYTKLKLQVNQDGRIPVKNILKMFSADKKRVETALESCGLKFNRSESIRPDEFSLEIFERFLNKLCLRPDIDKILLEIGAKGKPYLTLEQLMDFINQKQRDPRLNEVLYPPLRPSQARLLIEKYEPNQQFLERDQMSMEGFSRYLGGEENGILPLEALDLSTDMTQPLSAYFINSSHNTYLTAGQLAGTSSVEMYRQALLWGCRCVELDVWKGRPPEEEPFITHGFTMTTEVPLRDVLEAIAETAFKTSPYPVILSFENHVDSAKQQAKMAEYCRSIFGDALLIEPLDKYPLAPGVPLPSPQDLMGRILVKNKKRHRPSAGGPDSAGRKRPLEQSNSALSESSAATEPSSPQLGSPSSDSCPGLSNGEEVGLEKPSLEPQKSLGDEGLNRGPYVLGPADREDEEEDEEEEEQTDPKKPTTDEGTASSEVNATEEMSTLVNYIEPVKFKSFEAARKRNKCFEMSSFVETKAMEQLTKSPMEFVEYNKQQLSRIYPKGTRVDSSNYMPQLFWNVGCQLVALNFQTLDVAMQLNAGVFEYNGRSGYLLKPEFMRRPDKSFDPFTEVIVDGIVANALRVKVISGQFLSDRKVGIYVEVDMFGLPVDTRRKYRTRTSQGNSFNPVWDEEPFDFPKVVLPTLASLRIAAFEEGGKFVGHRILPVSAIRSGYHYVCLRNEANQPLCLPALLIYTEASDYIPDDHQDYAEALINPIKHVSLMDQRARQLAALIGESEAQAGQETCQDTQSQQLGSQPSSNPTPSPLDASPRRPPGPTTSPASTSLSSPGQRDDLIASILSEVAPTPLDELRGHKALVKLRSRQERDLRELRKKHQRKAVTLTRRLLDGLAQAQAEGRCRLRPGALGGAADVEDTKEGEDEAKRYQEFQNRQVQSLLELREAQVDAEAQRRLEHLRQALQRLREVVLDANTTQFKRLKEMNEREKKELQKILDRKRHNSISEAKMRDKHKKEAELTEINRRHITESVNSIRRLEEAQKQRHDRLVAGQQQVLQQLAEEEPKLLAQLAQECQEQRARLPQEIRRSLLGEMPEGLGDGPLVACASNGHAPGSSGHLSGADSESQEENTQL
HGIII-sPLA2 inh: Inhibits HGIII-sPLA2 liposome hydrolysis, primary screen | inhibition, % at 12.2 µM | QFRET BODIPY PC-A2 liposome hydrolysis, fluorescence | hit rate 0.56% among 370,000 | Q9NZ20;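 active = inhibition above mean plus 3 SD of compounds lying within the high and low control bounds, cut at about 19% in these data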;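 also: 0% = median of test compound wells and 100% = no enzyme DMSO wells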
ssDAF12 agonist: activators of S. stercoralis DAF-12 nuclear receptor; activation, % at 6.8 µM; hit rate 1% among 370,000; HEK293 ssDAF-12/GRIP1 lit1-tk-luc reporter, luminescence; % of 3 µM dafachronic acid response;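 active = activation above the mean over all tested compounds plus 3 SD, cut at about 0.9% in these data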;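 also: 0% = DMSO-only wells and 100% = 3 µM delta7-dafachronic acid wells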
ADAM17 inh: inhibits human ADAM17; inhibition, % at 6.95 µM; hit rate 0.83% among 370,000; recombinant ADAM17, EDANS/DABCYL FRET peptide cleavage; P78536;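 active = inhibition above the mean of compounds lying between control limits plus 3 SD, set per campaign, cut at about 8.5% in these data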;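 also: 0% = DMSO-only wells as the low control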
hcDAF-12 act: activates DAF-12 receptor from parasite H. contortus. AID 652067. HEK293 hcDAF-12 lit1-tk-luc reporter, luminescence; 0% DMSO, 100% Δ7-dafachronic acid. activation, % at 6.8 µM. hit rate 1.4% among 370,000;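 active = activation above the mean of all tested compounds plus 3 SD, cut at about 5.5% in these data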;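 also: 100% = response to 3 µM Δ7-dafachronic acid high control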
FXN GAA850 act: increases GAA850 frataxin promoter reporter activity; activation, % at 6 µM; hit rate 0.56% among 360,000; AID 540364; HEK293 lucGAA850 FXN promoter luciferase reporter, 24 h; percent of 10 µM SAHA response;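 active = activation above the average of all compounds screened plus 3 SD, cutoff fixed separately per campaign, cut at about 7.5% in these data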;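 also: 0% = DMSO wells and 100% = 10 µM SAHA wells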
DAX1 inh-1: inhibitors of human orphan nuclear receptor DAX1 (NR0B1); HEK293 Gal4-DAX1 luciferase reporter, luminescence; hit rate 0.99% among 340,000; AID 504766; inhibition, % at 6.75 µM;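 active = inhibition above the mean over all tested compounds plus 3 SD, cut at about 4.2% in these data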;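 also: 0% = DAX1-transfected cells with DMSO and 100% = empty-vector control cells with DMSO; inhibition shows as a rise in luminescence from relieved DAX1 repression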
PLCg1 inh: PLC-gamma1 (human) inhibition, primary screen | P19174 | inhibition, % at 12.2 µM | purified PLC-gamma1, fluorogenic substrate, fluorescence | hit rate 0.84% among 370,000; in the data active = inhibition above about 9.5%
DAX1 inh-2: DAX1 (NR0B1) inhibition, primary screen. inhibition, % at 6.8 µM. HEK293T StAR-luciferase reporter, SF-1/DAX-1 repression relief. hit rate 1.1% among 370,000. AID 652010;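 active = inhibition above the mean over all tested compounds plus 3 SD, cut at about 3.6% in these data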;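 also: 0% = DAX-1 cells with DMSO and 100% = cells lacking DAX-1 with DMSO; higher inhibition means more luminescence from relief of DAX-1 repression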
hgDAF-12 ag: agonists of H. glycines DAF-12 nuclear receptor; HEK293 GAL4-hgDAF12 UAS-luciferase reporter, agonist luminescence; normalized to butyrate control; activation, % at 6.8 µM; hit rate 1.8% among 370,000; AID 687014;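 active = activation above a cutoff set at the mean of all screened compounds plus 3 SD, cut at about 10% in these data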;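 also: 0% = DMSO wells and 100% = sodium butyrate wells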
Numbers without * were called inactive; i = inactive; . = no result given.

SMILES	ADAM10 inh	PLC-beta3 inh	HGIII-sPLA2 inh	ssDAF12 agonist	ADAM17 inh	hcDAF-12 act	FXN GAA850 act	DAX1 inh-1	PLCg1 inh	DAX1 inh-2	hgDAF-12 ag
O=C(/C=C/c1ccc(F)cc1)NC(=S)Nc1ccccc1C(=O)NC1CCCCC1	-6	0	2	-0.3	-5	-0.9	0.8	-0.6	0	0.2	1.2
CCC(CC)C(=O)Nc1ccc(C)c(O)c1	-2	1	5	-1.4	0	-0.4	-0.2	0.3	6	0.0	-0.9
CCNC(=S)N(Cc1cccs1)Cc1cc2cc(OCC)ccc2[nH]c1=O	-106	-25	7	-1.3	-34	-1.6	2.7	0.8	-23	-1.6	-1.1
CN1CCN(S(=O)(=O)c2ccc(N3CCN(C(c4ccccc4)c4ccccc4)CC3)nc2)CC1	-2	-2	-2	-1.4	5	-1.1	0.2	-0.3	4	0.6	5.0
COc1ccccc1N1CCN(CC(=O)c2c[nH]c3ccccc23)CC1	3	-3	-7	0.3	-1	3.8	1.1	1.6	1	0.0	-0.5
CC1=C(C#N)C(/C=N/OCc2ccc(Cl)cc2)CC(=O)N1 (stereo unspecified)	-243	-52	-17	-1.3	-79	0.3	3.8	1.2	-47	-0.5	0.0
COc1ccc(C(C(=O)NCC2CCCO2)N(C(=O)c2snc(C(N)=O)c2N)c2ccccc2C)cc1OC (stereo unspecified)	-352	-131	-2	-1.2	-119	0.5	2.2	-2.4	-72	0.0	1.5
COc1ccc(Cl)cc1NS(=O)(=O)c1c(C)[nH]c(=O)[nH]c1=O	2	0	-4	-1.2	2	2.7	2.0	-0.5	0	0.0	-0.9
NC(=O)c1cc2cc(Br)ccc2oc1=NCc1ccccc1	0	0	-1	-0.9	-2	-0.8	-1.0	-0.8	1	-1.8	0.2
O=C(Nc1ccc(F)cc1)c1cccc2ccccc12	-3	-4	-2	-0.4	0	1.2	2.8	-0.3	-3	-0.3	0.1
CNC(=S)N1N=C(c2cccs2)CC1c1ccc(OC)cc1 (stereo unspecified)	-14	-23	6	-0.4	-6	3.2	-0.5	0.3	-16	0.1	0.1
O=[N+]([O-])c1ccccc1/C=C/CN1CCCCC1	9	7	5	-1.1	-2	-1.2	-0.2	-1.3	0	0.6	-0.3
CCCSc1nc2sc3c(c2c(=O)[nH]1)CC(C)CC3 (stereo unspecified)	-198	2	3	-0.8	-1	-0.8	0.2	1.5	-1	-0.1	2.6
COc1cc(C2C(C(=O)c3cccs3)=C(O)C(=O)N2CCN2CCOCC2)ccc1OCCC(C)C (stereo unspecified)	1	6	5	-1.1	1	0.0	0.3	.	1	-0.5	-0.3
O=C1Nc2ccc(S(=O)(=O)NCCC3=CCCCC3)c3cccc1c23	-335	i	-14	-1.1	-113	0.9	-0.5	-0.2	-435	-0.7	1.2
CCNc1nc(NC(C)C)nc(Oc2ccc(OCCOc3ccc(C)cc3)nn2)n1	3	-2	-3	-1.3	-4	0.4	-0.2	-0.2	0	-0.7	-0.8
CCCCC#Cc1ccc2c(c1)COc1c3ccccc3nn1-2	2	-15	11	-0.8	7	0.8	2.3	2.0	-3	0.9	5.0
O=C(Nc1cccnc1)c1ccc([N+](=O)[O-])cc1Cl	1	0	-6	-1.5	-1	-0.6	1.3	0.5	0	0.0	-1.1
CCOC(=O)C1CCCN(S(=O)(=O)CCNC(=O)c2ccc(F)cc2)C1 (stereo unspecified)	-2	-3	7	-0.9	-4	-0.1	-0.4	0.8	0	0.7	0.6
CC(=O)c1ccc(OC2(C)CCN(Cc3cc4ccccc4[nH]3)C2)cc1 (stereo unspecified)	-20	-4	-15	0.3	-5	2.7	3.8	.	4	-4.2	-8.6
CN(CC(=O)Nc1ccccc1Cl)C(=O)COC(=O)c1ccc(S(=O)(=O)C(F)F)cc1	-3	-1	7	-1.2	-2	-0.9	-2.0	1.4	3	-1.5	0.8
CCN(C(=O)CSc1nnc(Cc2ccccc2F)n1N)C1CCS(=O)(=O)C1 (stereo unspecified)	5	0	6	-1.0	-3	-0.4	0.9	-0.6	0	0.5	-0.1
Cc1c(NC(=O)N(C)C)c(=O)n(-c2ccccc2)n1C	0	2	2	-1.2	1	-0.6	2.6	1.9	1	1.2	-0.2
CCn1c2ccccc2c2cc(NC(=O)COC(=O)c3ccc(F)cc3Cl)ccc21	-2	2	2	-1.1	-3	-1.7	.	.	-1	0.9	2.5
CCNC(=S)N(Cc1cc2cc(C)cc(C)c2[nH]c1=O)C1CCCC1	-31	1	1	-0.8	-8	-2.9	3.3	2.9	-4	0.1	-1.4

Already shown: eight of the compounds above.
SMILES	ADAM10 inh	PLC-beta3 inh	HGIII-sPLA2 inh	ssDAF12 agonist	ADAM17 inh	hcDAF-12 act	FXN GAA850 act	DAX1 inh-1	PLCg1 inh	DAX1 inh-2	hgDAF-12 ag
O=C(/C=C/c1ccc(F)cc1)NC(=S)Nc1ccccc1C(=O)NC1CCCCC1	-6	0	2	-0.3	-5	-0.9	0.8	-0.6	0	0.2	1.2
CCC(CC)C(=O)Nc1ccc(C)c(O)c1	-2	1	5	-1.4	0	-0.4	-0.2	0.3	6	0.0	-0.9
CCNC(=S)N(Cc1cccs1)Cc1cc2cc(OCC)ccc2[nH]c1=O	-106	-25	7	-1.3	-34	-1.6	2.7	0.8	-23	-1.6	-1.1
CN1CCN(S(=O)(=O)c2ccc(N3CCN(C(c4ccccc4)c4ccccc4)CC3)nc2)CC1	-2	-2	-2	-1.4	5	-1.1	0.2	-0.3	4	0.6	5.0
COc1ccccc1N1CCN(CC(=O)c2c[nH]c3ccccc23)CC1	3	-3	-7	0.3	-1	3.8	1.1	1.6	1	0.0	-0.5
CC1=C(C#N)C(/C=N/OCc2ccc(Cl)cc2)CC(=O)N1 (stereo unspecified)	-243	-52	-17	-1.3	-79	0.3	3.8	1.2	-47	-0.5	0.0
COc1ccc(C(C(=O)NCC2CCCO2)N(C(=O)c2snc(C(N)=O)c2N)c2ccccc2C)cc1OC (stereo unspecified)	-352	-131	-2	-1.2	-119	0.5	2.2	-2.4	-72	0.0	1.5
COc1ccc(Cl)cc1NS(=O)(=O)c1c(C)[nH]c(=O)[nH]c1=O	2	0	-4	-1.2	2	2.7	2.0	-0.5	0	0.0	-0.9

The list continues.
SMILES	ADAM10 inh	PLC-beta3 inh	HGIII-sPLA2 inh	ssDAF12 agonist	ADAM17 inh	hcDAF-12 act	FXN GAA850 act	DAX1 inh-1	PLCg1 inh	DAX1 inh-2	hgDAF-12 ag
CCOc1cc(-c2sc(Nc3ccccc3)n[n+]2C)ccc1OC	2	4	7	-0.8	-1	-1.2	0.5	-0.7	0	-0.5	0.0
O=S(=O)(c1ccc(F)c(F)c1)N1CCN(CCc2ccccc2)CC1	12	-7	12	-0.8	-3	-2.5	-0.2	-0.3	-4	-0.8	-5.2
CCOc1ccc(CN2CCNC(=O)C2CC(=O)O)cc1 (stereo unspecified)	2	2	0	-1.1	0	-0.9	0.6	-0.4	0	0.2	1.7
CN1C(=O)CC(N2CCC(C(N)=O)CC2)C1=O (stereo unspecified)	-4	0	11	-0.7	-4	-0.7	1.0	0.6	3	-0.4	-2.5
CCOc1ccccc1N(CC(=O)N1CCCCCC1)S(C)(=O)=O	-2	-3	9	-1.2	-4	-1.3	0.4	0.1	2	0.2	1.9
COc1cccc(NC(=O)C(c2ccccc2)N2CCN(CC(=O)N3CCOCC3)CC2)c1 (stereo unspecified)	-8	-11	-2	0.7	-1	4.2	2.0	0.1	-2	-1.0	4.7
Cc1ccc2c(c1)-c1c(cnn1CC(=O)NCCc1ccc(Cl)cc1)CO2	-3	0	3	-1.3	-2	-1.6	.	.	0	-1.0	0.0
O=C(NCCNC(=O)c1cc(OCC(F)(F)F)ccc1OCC(F)(F)F)Nc1ccccc1	11	3	-3	-2.4	2	-1.3	-0.2	0.1	6	-0.7	-0.3
COCCCN1C(=O)c2[nH]nc(-c3ccccc3O)c2C1c1cccc(Cl)c1 (stereo unspecified)	10	1	-55	-1.2	2	-1.6	-5.6	-3.3	5	-2.7	0.6
O=C(NNC(=O)C1C2CCC(C2)C1C(=O)O)c1ccc(Cl)cc1 (stereo unspecified)	5	1	5	-0.9	-5	-1.1	2.5	0.4	1	0.3	5.0
CC(CCc1ccccc1)NCC(O)COc1ccccc1 (stereo unspecified)	0	0	-4	-1.2	2	-1.3	3.8	2.1	1	-0.2	2.4
Cc1cccc(OC(=O)c2ccc3c(=O)n4c(nc3c2)CCC4)c1	-3	1	-14	-1.1	0	0.7	1.9	0.1	0	0.2	-0.5
Cc1ccccc1-c1nc(CS(=O)(=O)CC(=O)NCc2ccccc2)c(C)o1	1	-6	-14	-1.1	2	-1.0	-0.2	0.4	-3	-0.2	-4.6
O=C(C[C@@H]1C[C@@H]2c3cc(NS(=O)(=O)c4ccc(F)cc4)ccc3O[C@@H]2[C@H](CO)O1)N1CCc2ccccc2C1	-12	-7	-9	-1.4	-3	-1.4	-1.4	0.1	0	-1.6	-1.7
CC(=O)c1ccc(S(=O)(=O)Nc2ccccc2C(=O)NC2CC2)cc1	5	-3	0	-1.0	0	0.1	1.0	0.0	2	0.2	0.5
CCOc1ccccc1C(=O)Nc1ccc2c(c1)C(=O)NC2=O	5	-6	-1	-0.1	-2	-0.5	1.3	1.9	2	0.6	-1.9
Cc1nn(CC(O)c2ccccc2)c(C)c1Br (stereo unspecified)	-4	2	3	-0.8	-3	-1.5	-0.4	1.1	-2	-0.5	4.2
Cc1nn(CC(=O)OCC(=O)c2ccccc2)c(C)c1[N+](=O)[O-]	2	4	-15	-0.8	3	1.0	1.1	-0.1	4	0.2	0.7
CCn1nccc1NC(=O)c1ccc2sc([C@@H]3O[C@H](CO)[C@H](O)[C@H](O)[C@H]3O)nc2c1	0	-6	2	-1.6	-1	-1.1	1.2	.	0	-0.2	3.0
Cc1cc(C)c(C)c(S(=O)(=O)N2CCSCC2)c1C	6	-3	3	-0.4	1	-0.5	0.0	0.1	1	0.2	-0.5
c1ccc(-c2nc(-c3ccco3)cs2)nc1	-15	-55	-6	-0.4	-2	-0.4	2.0	0.7	-40	0.7	3.7
CCOc1ccc(NS(=O)(=O)c2ccc(OC)c(C)c2)cc1	13	2	-22	-1.7	3	-1.9	1.8	-0.8	8	-1.0	-3.0
O=C(CSc1nnc(NC(=O)C2CC(=O)N(c3ccc(F)cc3)C2)s1)NCc1ccco1 (stereo unspecified)	-5	-9	-3	-0.7	2	-0.5	1.3	1.0	-6	0.6	2.3
CN(C)S(=O)(=O)c1cccc(COC(=O)c2cc([N+](=O)[O-])ccc2N2CCOCC2)c1	3	-4	-4	-1.3	-5	-2.2	2.7	-2.2	2	-6.5	-4.3
COc1ccc(C2CC(=O)c3ccccc3O2)cc1 (stereo unspecified)	-1	-1	3	0.0	-7	0.7	1.9	1.4	-2	1.0	5.3
O=c1[nH]ncc2c3ccccc3n(Cc3ccccc3F)c12	1	0	-5	-1.4	0	1.1	4.6	-0.8	2	-0.1	0.3
C[C@H](CO)NC(=O)c1nc[nH]c1C(=O)N[C@H](C)c1ccccc1	-9	4	3	-0.5	0	-0.4	-1.2	1.1	3	0.1	-1.3
